PglD inh: inhibitors of Campylobacter jejuni PglD acetyltransferase | purified PglD enzyme, DTNB colorimetric CoA detection | inhibition, % at 12.5 µM | 360,000 tested, 0.098% active | AID 602405; in the data active = inhibition above about 16%, passing the limit was not always enough; note: strong numbers were not always called active
RAD52 anneal inh: blocks human RAD52 DNA annealing. recombinant RAD52 DNA annealing, FRET fluorescence. AID 651710. inhibition, % at 18.7 µM. 360,000 tested, 0.46% active;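 active = every replicate showing at least 50% inhibition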
Target sequence (P43351 whole entry, looked up): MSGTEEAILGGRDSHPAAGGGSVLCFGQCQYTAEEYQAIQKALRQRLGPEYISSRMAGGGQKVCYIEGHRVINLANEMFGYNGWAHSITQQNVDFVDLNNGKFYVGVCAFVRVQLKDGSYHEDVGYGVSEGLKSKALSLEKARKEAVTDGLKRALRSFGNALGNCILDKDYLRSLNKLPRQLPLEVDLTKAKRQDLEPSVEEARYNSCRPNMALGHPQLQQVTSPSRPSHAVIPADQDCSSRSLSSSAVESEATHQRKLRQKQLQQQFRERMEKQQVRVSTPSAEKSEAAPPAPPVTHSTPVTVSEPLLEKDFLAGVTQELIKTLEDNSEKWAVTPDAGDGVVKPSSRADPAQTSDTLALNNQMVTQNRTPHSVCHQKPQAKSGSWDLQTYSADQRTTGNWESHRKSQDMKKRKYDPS
PGC1a acetyl inh: PGC1a acetylation modulation, inhibitor mode; 350,000 tested, 0.17% active; U2OS PGC1a acetylation, AlphaScreen anti-acetyl-lysine; with virally co-expressed GCN5 acetyltransferase; AID 651687; inhibition, % at 15.6 µM;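 active = every replicate shows inhibition of at least 40%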;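 note: 0% = neutral control wells and 100% = positive control wells; some results beyond the cut were filed as inactive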
ERAP1 inh: blocks human ERAP1 aminopeptidase activity. AID 652197. recombinant ERAP1, Leu-AMC fluorescence, 60 min. inhibition, % at 10.7 µM. Q9NZ08. 340,000 tested, 0.15% active;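 active = mean replicate inhibition of at least 30%, or all replicates individually reaching that 30% level; inactive = mean below 30% and not every replicate reaching it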;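 note: 0% = neutral control wells and 100% = L-leucinethiol positive control wells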
RAD54 branch: RAD54 (human) branch migration inhibition. Q92698. RAD54 Holliday junction branch migration, FAM/BHQ fluorescence. inhibition, % at 10.4 µM. 360,000 tested, 0.14% active. AID 602329;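 active = mean normalized replicate activity at least 40 and at least half of replicates scoring 40 or more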;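 note: 0% = median of neutral control wells and 100% = median of positive control wells; inhibitors cause a drop in the FAM fluorescence signal; in these data hits start at about 50%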
E-sel inducer: E-selectin induction on HUVECs; P16581; HUVEC E-selectin immunofluorescence imaging; normalized: neutral wells 0, TNF-alpha wells 100; activation, % at 7.58 µM; 260,000 tested, 0.37% active; AID 686992;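 active = mean E-selectin-positive cell signal at least 10% of the positive control, reached in at least 60% of replicates, without over 20% cell loss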;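 note: in these data hits start at about 27%; measured in HUVEC primary endothelial cells; signal is the percent of cells scored E-selectin positive by PE staining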
Target sequence (P16581 whole entry, looked up): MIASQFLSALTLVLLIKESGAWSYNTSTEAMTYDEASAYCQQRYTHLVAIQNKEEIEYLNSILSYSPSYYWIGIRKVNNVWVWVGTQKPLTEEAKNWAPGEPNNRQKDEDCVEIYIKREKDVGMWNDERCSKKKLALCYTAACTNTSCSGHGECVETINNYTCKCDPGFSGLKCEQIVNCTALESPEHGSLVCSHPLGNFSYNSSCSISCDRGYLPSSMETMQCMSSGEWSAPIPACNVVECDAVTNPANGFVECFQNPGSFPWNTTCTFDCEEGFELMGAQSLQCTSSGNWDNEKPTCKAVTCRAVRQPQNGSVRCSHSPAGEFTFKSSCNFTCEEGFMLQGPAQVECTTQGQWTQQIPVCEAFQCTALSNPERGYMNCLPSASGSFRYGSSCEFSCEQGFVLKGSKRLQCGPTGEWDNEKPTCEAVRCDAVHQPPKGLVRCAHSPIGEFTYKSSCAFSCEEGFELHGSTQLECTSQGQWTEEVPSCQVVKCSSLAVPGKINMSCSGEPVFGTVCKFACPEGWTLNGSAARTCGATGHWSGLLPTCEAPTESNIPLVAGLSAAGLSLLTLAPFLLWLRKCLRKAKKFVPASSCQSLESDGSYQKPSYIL
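Read-out basis: % PE-positive cells; Test system: HUVEC primary endothelial cells; Technique: immunofluorescence imaging; Dosing: single-point compound dose.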
Cneo AK release: Cryptococcus neoformans lysis via adenylate kinase release; C. neoformans lysis, adenylate kinase release luminescence, 4 h; normalised: neutral wells 0, clomiphene wells 100; lysis activity, % at 15 µM; 360,000 tested, 0.2% active; AID 651654;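 active = mean lysis activity across replicates of at least 80%, whatever share of replicates individually reach that level; inactive = mean lysis activity below 80%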
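Material: C. neoformans cells; Schedule: 4 h static compound exposure, 37 °C, read 1 h post-reagent; Measured by: adenylate kinase release luminescence; Read-out: signal increase indicating cell lysis; Controls: Clomiphene as positive lysis control.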
miR122 inh: blocks miR-122 activity in Huh7 sensor cells | Huh7 miR-122 Renilla luciferase sensor, 48 h; neutral wells = 0, positive control = 100 | activation (reporter increase), % at 12.5 µM | 340,000 tested, 0.3% active;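 active = mean replicate activation score at least 90 and every replicate individually at or above 90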;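 note: higher luciferase means less miR-122 activity so hits act as miR-122 inhibitors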
Active calls of the source: *; x = no result given; & = joins results of further samples; [ ] = another dose, or the depositor's remark. This is a random part of the collection (roughly 1.4% active in at least one column).

SMILES	PglD inh	RAD52 anneal inh	PGC1a acetyl inh	ERAP1 inh	RAD54 branch	E-sel inducer	Cneo AK release	miR122 inh
O=C(C[C@@H]1C=C[C@@H](NS(=O)(=O)c2ccccc2)[C@@H](CO)O1)N1CCN(c2ccccc2)CC1	x	-2	1	-6	x	0.1	x	x
O=c1cc(CN2CCN(c3cccc(Cl)c3)CC2)c2cc3c(cc2o1)CCCC3	2	x	5	x	10	x	0	x
CCOC(=O)C1CCN(c2ccc(C(=O)O)cc2[N+](=O)[O-])CC1	2	x	-10	x	4	-0.5	1	1
C[C@@H]1CN([C@H](C)CO)C(=O)Cc2cc(NC(=O)Nc3cccc4ccccc34)ccc2O[C@H]1CN(C)Cc1ccncc1	6	14	0	4	0	x	0	9[16.7 µM]
CCOc1ccc(S(=O)(=O)N(C)c2ccc(OCC(=O)NCc3ccco3)cc2)cc1	1	x	-20	x	-16	x	-1	-5
CC(=O)Nc1ccc2c(c1)N(C(C)=O)c1ccccc1CC2	x	-17	-1	0	x	0.6	x	x
CO[C@H]1CN(C)C(=O)c2ccc(NS(C)(=O)=O)cc2OC[C@@H](C)N(C(=O)CC2CC2)C[C@H]1C	3	-9	-2	3	-4	-0.1	-2	0[16.7 µM]
c1ccc2c(c1)ncn2CCCOc1ccc2c(c1)CCC2	6	x	3	x	7	x	7	-6
COC(=O)c1c(NC(=O)CSc2nnc(-c3cccnc3)n2Cc2ccco2)sc(C)c1C	-3	x	-7	x	-1	-0.1	1	-14
O=C1CN(C(=O)c2ccccc2F)c2ccccc2N1	-4	x	6	x	-3	x	2	2
CC(C)NC(=O)N(C)C[C@@H]1Oc2ccc(NC(=O)c3ccncc3)cc2CC(=O)N([C@H](C)CO)C[C@@H]1C	10	0	5	-1	8	-2.1	1	-3[16.7 µM]
O=C(C[C@@H]1CC[C@@H]2[C@H](COC[C@H](O)CN2CC2CCOCC2)O1)NCc1ccc(Cl)cc1	0	13	2	-2	2	0.0	0	-5[16.7 µM]
Cc1c(C#N)c(NC(=O)C(C)C)n(Cc2ccccc2)c1C	x	-8	-7	-3	x	x	x	-1
O=C(Cc1ccccc1[N+](=O)[O-])NCCCN1CCOCC1	-6	-1	x	2	-3	0.6	-1	x
Cc1ccc(NC(=O)c2cc(S(=O)(=O)N3CCOCC3)cn2C)cc1Cl	1	-12	7	3	7	-0.1	-4	-4
CCCN1C[C@@H](C)[C@@H](OC)CN(C)C(=O)c2ccc(NC(=O)c3cnccn3)cc2OC[C@@H]1C	-4	-5	-5	2	1	-0.1	-4	x
Cc1ccc(S(=O)(=O)N2CCN(C(=O)Cc3sc(C)nc3-c3ccc(F)cc3)CC2)c(C)c1	-4	-16	x	-2	-9	62*	6	-1
CCc1ccc2oc(=O)cc(CN3CCN(Cc4ccccc4)CC3)c2c1	3	-22	1	-1	16	0.4	3	7
COc1cccc(C2c3[nH]c4ccccc4c3C[C@H]3C(=O)N(c4ccccc4C(=O)N4CCCC4C(=O)O)C(=O)N23)c1 (some centres not stated)	4	-16	-1	5	-2	x	-1	-1
O=C(Cn1cnc2ccccc2c1=O)Nc1ccc2c(c1)CCC2	-1	x	-11	x	-13	x	3	-5
COC(=O)c1ccc(Oc2nc(Nc3ccc(C)c(C)c3)nc(N(C)C)n2)cc1	2	x	-3	x	-19	x	-1	-2
CCn1c2ccccc2nc2cc3c(cc21)c(Cl)c(=O)c1ccccc13	0	-16	1	2	7	0.2	-3	x
c1ccc(Nc2nc(-c3ccccn3)cs2)cc1	-1	x	7	x	-2	x	3	15
CN(C)c1cc(-c2ccc(Br)cc2)oc(=O)c1Cl	4	-10	25	3	0	2.7	0	1
Cc1ccc(S(=O)(=O)Nc2ccc3c(c2)C(=O)N([C@H](C)CO)C[C@H](C)[C@H](CN(C)C(=O)c2ccncc2)OCCCC[C@H](C)O3)cc1	-4	x	-4	x	5	x	0	-4[16.7 µM]
Cn1c(=O)c2ccccc2n2c(=S)[nH]nc12	8	-11	9	-3	-32	x	3	2
CCc1cccc(NC(=O)CCCN2C(=O)NC(C)(C)C2=O)c1	2	-17	6	-3	13	x	1	-1
Cc1ccc(OCc2nnc(SCC(N)=O)n2N)cc1	x	-11	1	2	x	-0.1	x	6
O=C(Nc1ccc2nc(-c3cccnc3)[nH]c2c1)C12CC3CC(CC(C3)C1)C2	-3	x	2	x	12	x	-9	2
COc1ccc(-n2cc(C(=O)O)c3ccccc3c2=O)cc1	-1	-6	1	5	1	x	-1	1
CN(C)CC(=O)N1CC2(C1)[C@H](c1ccccc1)[C@@H](CO)N2C(=O)C1CCCCC1	x	-10	6	-1	x	-0.1	x	x
O=C(c1cc2c(s1)-c1ccccc1OC2)N1CCN(c2ccccn2)CC1	-3	-4	2	-11	-5	-0.1	-1	-10
COc1ccccc1OC(=O)c1ccc(S(=O)(=O)N(C)C)cc1	-1	x	-22	x	4	x	0	-18
CC(=O)N(C)C[C@H]1Oc2cc(C#CC3CCCCC3)ccc2S(=O)(=O)N([C@@H](C)CO)C[C@H]1C	4	10	-11	0	0	-2.0	-3	-10[16.7 µM]
CCOc1ccc(-n2ccnc(SCC(=O)NCc3cccc(OC)c3)c2=O)cc1	3	-6	x	2	6	4.6	-3	x
Cc1csc(NC(=O)/C=C/c2ccco2)n1	0	x	-3	x	-4	x	-4	1
CN(C)C(=O)C[C@@H]1CC[C@H]2[C@H](COc3ccc(NC(=O)c4cnccn4)cc3C(=O)N2C)O1	1	0	0	-1	-10	0.0	56	-6[16.7 µM]
O=C(Nc1sc2c(c1C(=O)NC1CCCCC1)CCC2)c1ccco1	1	-20	3	-2	-6	x	1	-16
O=C(CCS(=O)(=O)c1cccc2nonc12)NCCc1ccccc1	1	x	-12	x	14	x	-1	-7
O=C(c1cccnc1)N1C[C@H]2[C@@H](c3ccccc31)[C@@H](CO)N2C(=O)Nc1ccc(F)cc1	4	5	2	8	-6	0.9	118*	30[16.7 µM]
CCCNC(=O)N1[C@@H]2CNC[C@H]1C2c1ccc(-c2ccccc2)cc1 (some centres not stated)	x	2&-12	1&-7	4&2	x	0.0&0.0	x	x
CCC(C)(C)n1nnnc1C(c1cc(OC)ccc1OC)N1CCC(C(N)=O)CC1 (configuration not stated)	0	x	-7	x	3	x	0	1
Cc1csc(NC(=O)c2nc(-c3ccccc3)n(-c3ccccc3)n2)n1	-5	x	x	x	-2	x	1	-2
CS(=O)(=O)N1CC(=O)N2[C@H](CO)[C@H](c3ccc(C#CCC4CCCC4)cc3)[C@H]2C1	x	1	-19	0	x	-0.3	x	x
O=c1cc(CN2CCOCC2)nc(C2CC2)[nH]1	2	x	-2	x	12	x	-2	-11
COc1ccc(NC(=S)NC2CCN(Cc3ccccc3)CC2)cc1OC	0	4	13	-1	4	0.0	3	-4
CCN1CCC(N2CCN(c3ccc(F)cc3)CC2)CC1	1	-1	x	-1	-6	0.0	1	x
CC(=O)Nc1ccc(S(=O)(=O)NCCc2csc(-c3cccnc3)n2)cc1	5	-16	x	0	2	-0.5	8	x
CC(=O)Nc1ccc(NC(=O)COC(=O)c2cc(S(=O)(=O)N3CCCC3)ccc2O)cc1	-8	-12	4	0	-1	0.0	4	x
C[C@H]1CN([C@@H](C)CO)C(=O)c2cc(NS(=O)(=O)c3cn(C)cn3)ccc2O[C@@H]1CN(C)Cc1ccncc1	5	-4	8	-2	6	49*	-1	-2[16.7 µM]

Remaining list, next part
SMILES	PglD inh	RAD52 anneal inh	PGC1a acetyl inh	ERAP1 inh	RAD54 branch	E-sel inducer	Cneo AK release	miR122 inh
Cc1ccc(S(=O)(=O)N2CCC(C(=O)OCC(=O)N(C)C3CCS(=O)(=O)C3)CC2)cc1C (configuration not stated)	-3	-4	-4	2	7	-1.4	-3	-4
O=C(Nc1ccc(Cl)cc1)Nc1ccccc1NS(=O)(=O)c1cccs1	x	-13	7	-12	x	0.6	x	83
COc1ccccc1C(=O)Nc1ccc2c(c1)C(=O)N(C)[C@@H]1CC[C@H](CC(=O)NCCc3ccncc3)O[C@@H]1CO2	-2	10	x	-2	7	0.0	-3	x
Cc1ccnc(NC(=S)N2CCN(c3cccc(C(F)(F)F)c3)CC2)c1	-6	-4	x	-1	-1	x	4	-2
COc1ccc(S(=O)(=O)N(C)c2ccc(C(=O)NCc3ccco3)cc2)cc1OC	-5	-11	4	-3	3	0.1	0	2
CCCS(=O)(=O)NC(=O)C1(C)CCCN(C(=O)c2nc3ccccc3s2)C1 (configuration not stated)	1	-4	3	3	6	0.9	2	2
Cc1csc(NC(=O)C2CCCCC2C(=O)O)n1 (configuration not stated)	-8	x	1	x	-9	x	-1	3
CCOC(=O)c1ccc(CN2Cc3ccccc3C2=O)cc1	8	-15	7	-2	-6	x	5	-2
COCCCNc1ncnc2c1nc1n2CCCC1	7	-13	-2	0	-7	x	3	-1
C/C(=N/NC(=O)CNC(=O)/C=C/c1ccccc1)c1ccco1	-2	-5	-2	0	5	-0.2	1	-6

Ordered by heavy-atom count (largest number first): 13 of the compounds above.
SMILES	PglD inh	RAD52 anneal inh	PGC1a acetyl inh	ERAP1 inh	RAD54 branch	E-sel inducer	Cneo AK release	miR122 inh
COc1ccccc1C(=O)Nc1ccc2c(c1)C(=O)N(C)[C@@H]1CC[C@H](CC(=O)NCCc3ccncc3)O[C@@H]1CO2	-2	10	x	-2	7	0.0	-3	x
C[C@H]1CN([C@@H](C)CO)C(=O)c2cc(NS(=O)(=O)c3cn(C)cn3)ccc2O[C@@H]1CN(C)Cc1ccncc1	5	-4	8	-2	6	49*	-1	-2[16.7 µM]
Cc1ccc(S(=O)(=O)N2CCC(C(=O)OCC(=O)N(C)C3CCS(=O)(=O)C3)CC2)cc1C (configuration not stated)	-3	-4	-4	2	7	-1.4	-3	-4
COc1ccc(S(=O)(=O)N(C)c2ccc(C(=O)NCc3ccco3)cc2)cc1OC	-5	-11	4	-3	3	0.1	0	2
CS(=O)(=O)N1CC(=O)N2[C@H](CO)[C@H](c3ccc(C#CCC4CCCC4)cc3)[C@H]2C1	x	1	-19	0	x	-0.3	x	x
CCCS(=O)(=O)NC(=O)C1(C)CCCN(C(=O)c2nc3ccccc3s2)C1 (configuration not stated)	1	-4	3	3	6	0.9	2	2
O=C(Nc1ccc(Cl)cc1)Nc1ccccc1NS(=O)(=O)c1cccs1	x	-13	7	-12	x	0.6	x	83
C/C(=N/NC(=O)CNC(=O)/C=C/c1ccccc1)c1ccco1	-2	-5	-2	0	5	-0.2	1	-6
CCOC(=O)c1ccc(CN2Cc3ccccc3C2=O)cc1	8	-15	7	-2	-6	x	5	-2
CCN1CCC(N2CCN(c3ccc(F)cc3)CC2)CC1	1	-1	x	-1	-6	0.0	1	x
COCCCNc1ncnc2c1nc1n2CCCC1	7	-13	-2	0	-7	x	3	-1
Cc1csc(NC(=O)C2CCCCC2C(=O)O)n1 (configuration not stated)	-8	x	1	x	-9	x	-1	3
O=c1cc(CN2CCOCC2)nc(C2CC2)[nH]1	2	x	-2	x	12	x	-2	-11

Next results follow:
SMILES	PglD inh	RAD52 anneal inh	PGC1a acetyl inh	ERAP1 inh	RAD54 branch	E-sel inducer	Cneo AK release	miR122 inh
c1cc2[nH]c3ccncc3c2cn1	-6	3	9	-6	9	x	-1	0
COc1ccc(C(=O)NN/C=C/C(=O)c2ccc(Br)cc2)cc1	3	-16	1	4	3	-0.3	3	x
O=C(CCc1ccccc1)NCC1OCCc2ccccc21 (configuration not stated)	-1	-4	-11	3	-11	3.8	-3	1
CCn1c(=O)c2cc(C(=O)NCc3cccs3)sc2c2ccccc21	-4	-3	x	7	-18	0.1	-4	x
